# Compound activity as filed in PubChem BioAssay.
# EP2 modulator: modulators of human EP2 prostaglandin E2 receptor; P43116; EP2-expressing cells, cAMP HTRF FRET, PGE2 co-stimulation; induction, % at 25 µM; 0.83% of 260,000 active; AID 940;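 active means compounds whose cAMP rise, as percent of the full-agonist control response, exceeds 60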;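 further: rat C6 glioma line stably carrying human EP2 under a CMV promoter; the protocol text gives 20 µM as final concentration; 100% = response of wells given 1 µM PGE2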
# Target sequence (P43116 whole entry, looked up): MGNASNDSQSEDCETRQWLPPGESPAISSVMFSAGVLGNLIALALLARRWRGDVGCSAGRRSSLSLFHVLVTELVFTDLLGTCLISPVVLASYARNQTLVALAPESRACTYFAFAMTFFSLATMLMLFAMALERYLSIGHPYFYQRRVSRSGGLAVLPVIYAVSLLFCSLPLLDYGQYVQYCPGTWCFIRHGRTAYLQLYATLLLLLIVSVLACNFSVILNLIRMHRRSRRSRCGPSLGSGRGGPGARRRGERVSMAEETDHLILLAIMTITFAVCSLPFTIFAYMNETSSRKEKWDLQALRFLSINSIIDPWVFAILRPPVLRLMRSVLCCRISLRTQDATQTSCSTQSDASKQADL
# NPY-Y2 PAM-ag: potentiators or agonists of human neuropeptide Y receptor Y2. 0.45% of 220,000 active. P49146. cells expressing NPY-Y2, potentiator/agonist read-out. activation, % at 3.6 µM; in the data active means activation above about 27%;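 further: cells stimulated with NPY near EC25 plus isoproterenol at EC100; 0% = vehicle plus submaximal agonist and 100% = vehicle plus saturating agonist; some results beyond the cut were filed as inactive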
# Target sequence (P49146 whole entry, looked up): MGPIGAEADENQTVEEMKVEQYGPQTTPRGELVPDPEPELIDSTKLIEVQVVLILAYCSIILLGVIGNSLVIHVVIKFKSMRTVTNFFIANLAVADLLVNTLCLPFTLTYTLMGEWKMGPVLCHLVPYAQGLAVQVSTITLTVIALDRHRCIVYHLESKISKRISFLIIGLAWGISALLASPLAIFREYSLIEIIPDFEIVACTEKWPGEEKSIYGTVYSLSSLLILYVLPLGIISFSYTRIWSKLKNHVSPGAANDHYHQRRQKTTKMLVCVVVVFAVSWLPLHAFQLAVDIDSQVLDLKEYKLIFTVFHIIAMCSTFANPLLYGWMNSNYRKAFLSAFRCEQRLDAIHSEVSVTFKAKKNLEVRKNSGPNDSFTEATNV
# S1P4 antagonist: blocks the human S1P4 receptor; O95977; S1P4-expressing cells, antagonist mode, reporter read-out; inhibition, % at 4.98 µM; 0.26% of 220,000 active; in the data active means inhibition above about 29%;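 further: 0% = wells stimulated with agonist and 100% = vehicle wells without agonist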
# NPY Y1 blocker: antagonists of human neuropeptide Y receptor Y1; P25929; HEK293-CNG Y1 cells, membrane potential fluorescence; NPY at EC95, then isoproterenol; inhibition, % at 3.6 µM; 1% of 200,000 active;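 active means inhibition above the campaign mean inhibition of all tested compounds plus 3 SD, cut at about 20% in these data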;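 further: 0% = DMSO wells given NPY plus isoproterenol and 100% = isoproterenol alone without NPY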
#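 Material: HEK293 Y1/CNG channel cell line; also added: NPY (25 nM), isoproterenol (1 µM), Ro 20-1724 (25 µM); doses: one concentration, 3.6 µM, in 0.4% DMSO; schedule: compound incubation 1 h at room temperature, readout 45 min post-stimulation; technique: membrane potential fluorescence; measure: fluorescence ratio normalized to % inhibition between controls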
# p97 ATPase inh: blocks human p97 ATPase activity. 0.42% of 220,000 active. recombinant p97 ATPase, Kinase-Glo ATP luminescence, 3 h. inhibition, % at 8 µM. AID 1481; in the data active means inhibition above about 15%;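 further: 0% = DMSO vehicle and 100% = wells lacking enzyme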
# S1P4 agonist: agonists of human S1P4 receptor. activation, % at 4.98 µM. 0.35% of 220,000 active. AID 1509. S1P4-expressing cell line, agonist reporter assay; in the data active means activation above about 11%;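 further: 0% = DMSO vehicle and 100% = reference agonist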
# PGE2 EP2 inh: EP2 receptor (human) inhibition. P43116. C6 glioma cells expressing human EP2, cAMP TR-FRET; cells stimulated with saturating PGE2. inhibition, % at 25 µM. 0.52% of 260,000 active. AID 1422;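 active means percent inhibition above 40 after rounding to a whole number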;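 further: rat C6 glioma host cells with rolipram phosphodiesterase inhibitor present; the protocol text gives 20 µM as final concentration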
# eIF4E 4G PPI: inhibitors of eIF4E and eIF4G interaction in translation initiation; TR-FRET eIF4E-eIF4GI(517-606) binding, 2 h; AID 782; inhibition, % at 21.7 µM; 0.37% of 220,000 active;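 active means inhibition above about 30%, limit read from the data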;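 further: 0% = full FRET control wells and 100% = background wells lacking eIF4GI fragment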
# NPY1 pot ag: human NPY-Y1 potentiation or agonism, primary screen. activation, % at 3.6 µM. P25929. AID 1304. NPY-Y1 expressing cells, potentiator/agonist activation. 0.37% of 220,000 active; in the data active means activation above about 33%, passing the limit was not always enough;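 further: cells stimulated with NPY at EC10 then isoproterenol at EC100; 0% = low agonist plus stimulus and 100% = saturating agonist plus stimulus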
# Numbers without * were called inactive; · = no result given; [ ] = remark or other dose. A portion of the library, so the mix of outcomes need not match the whole.
SMILES,EP2 modulator,NPY-Y2 PAM-ag,S1P4 antagonist,NPY Y1 blocker,p97 ATPase inh,S1P4 agonist,PGE2 EP2 inh,eIF4E 4G PPI,NPY1 pot ag
COc1ccc(CN2C(=O)C(=O)N(CC(N)=O)C2=O)cc1,11.8,-9.7,-0.5,5.5,-1.7,-2.0,6.6,-0.9,-4.1
C#CCOCCOCCOCCNc1nc(N2CCN(C(=O)[C@H](CCC(=O)O)n3cc(C(N)CO)nn3)CC2)nc(N2CCN(C(=O)[C@H](CCC(=O)O)n3cc(C(N)[C@H](C)CC)nn3)CC2)n1 (some centres not stated),5.4,-13.1,-2.8,-3.7,3.0,-0.5,·,4.8,3.8
CC(C)Cc1nc(N2CCCCC2)c(C#N)c2c1CCC2,88.6*,-4.0,-9.3,-2.0,-2.4,3.6,16.9,4.3,-2.9
COC(=O)CCN(C(=O)c1ccc(OC(C)=O)cc1)c1ccccn1,28.8,-1.2,-18.4,-0.5,-0.8,-0.6,15.1,-0.9,-0.5
CC(C)=CC(=O)Nc1ccc(Br)cc1,-27.9,-0.4,0.9,1.5,0.4,-0.3,3.4,-1.0,-0.5
O=C(CSCc1ccc(Cl)cc1)N1CCN(Cc2ccc3c(c2)OCO3)CC1,-34.0,-23.1,-12.6,12.2,-13.4,0.6,15.9,-0.7,-25.3
CC(C)(C)NC(=O)N1CCCC(C(=O)c2cccc(Cl)c2)C1 (configuration not stated),8.9,-13.6,0.5,1.5,1.3,1.8,1.9,0.0,-12.5
COc1cccc(NC(=O)CCNS(=O)(=O)c2cccc3nsnc23)c1,-23.1,-3.9,-8.0,2.4,1.4,-1.6,8.2,-0.4,-6.6
COc1ccccc1-c1ccc(=O)n(CC(=O)NCc2ccco2)n1,-13.9,9.0,5.5,1.3,0.1,-0.1,4.8,-1.9,0.2
CC(C)C(=O)Nc1ccc(C(=O)NNC(=O)CCCOc2ccc(Cl)cc2Cl)cc1,-25.4,-35.8,-2.4,7.6,1.6,2.0,5.6,-6.2[fluorescence artefact?],-53.1
O=C(CSc1nccn1-c1ccc(F)cc1)NCc1ccc(F)cc1,-9.0,-10.4,-12.9,1.0,1.7,1.4,1.9,3.4,8.9
COc1ccc(-c2csc(N3CCN(C(=O)c4ccccc4)CC3)n2)cc1,-18.6,6.6,-21.8,0.2,2.6,-0.5,7.2,5.4[fluorescence artefact?],12.3
c1ccc2c(-c3nc(C4CCCCC4)no3)cc(-c3ccncc3)nc2c1,67.2*,-8.8,-7.9,-0.5,1.4,1.7,5.1,9.0[fluorescence artefact?],-29.2
Cc1cccc(-n2c(C)cc(C=C(C#N)C#N)c2C)c1,8.5,5.8,-19.1,5.4,-3.3,0.5,6.4,-7.0,-5.0
COC(=O)c1cc(N2CCNCC2)nc2ccccc12,18.3,17.0,-6.1,·,6.3,0.5,9.6,-3.9,33.1
COc1cc(-c2nnc(COC(=O)C3c4ccccc4Oc4ccccc43)o2)cc(OC)c1OC,-51.6,-1.9,-1.6,5.7,0.0,0.4,3.4,-4.3,-50.8
COc1ccccc1-n1c(SCC(N)=O)nnc1-c1ccccc1,16.4,12.3,-3.2,-4.2,3.6,0.2,6.0,-0.1,13.3
O=C(/C=C\Nc1cccc(F)c1)c1cccs1,-4.8,4.3,-16.2,6.4,1.4,-0.7,10.2,-4.6,-24.4
CC(=O)Oc1oc(-c2ccccc2)nc1C=Nc1ccc(N(C)C)cc1,-18.6,-0.7,1.8,·,-1.6,-1.2,18.2,2.4,-3.0
CCn1c(CN2C(=O)CSc3ccccc32)n[nH]c1=S,12.2,7.8,4.8,·,4.1,0.2,7.3,2.0,21.7
CCOCCCNC(=O)/C=C1\Sc2ccccc2N(Cc2ccccc2F)C1=O,29.5,15.5,4.8,3.9,0.5,0.3,5.8,-1.9,12.7
CCCCN(CC)C(=O)c1ccc2c(c1)OCO2,13.2,9.7,-13.7,-2.4,2.8,-0.1,10.8,-5.3,3.2
C/C(=N\Nc1nc2ccccc2[nH]1)c1ccc(C)o1,8.1,-0.6,-16.7,6.4,-1.8,-1.4,14.5,-2.0[fluorescence artefact?],-33.8
FC(F)(F)c1ccccc1-n1c(CN2CCCCC2)n[nH]c1=S,6.0,-12.0,10.4,·,3.5,1.6,1.6,85.0*,-10.6
COc1ccc(C(=O)/C(=C\N(C)C)n2nc(C)cc2C)cc1,-2.1,-5.5,-14.9,5.6,-3.8,-1.9,12.1,1.4,-11.9
SMILES,EP2 modulator,NPY-Y2 PAM-ag,S1P4 antagonist,NPY Y1 blocker,p97 ATPase inh,S1P4 agonist,PGE2 EP2 inh,eIF4E 4G PPI,NPY1 pot ag
Cc1nn(C(C)C(=O)Nc2sc3c(c2C#N)CCCC3)c(C)c1[N+](=O)[O-] (configuration not stated),-4.7,-5.0,-14.7,8.4,-1.9,2.1,5.1,6.6[fluorescence artefact?],-11.7
Cc1ccc2nc(-c3ccc(N)cc3)sc2c1,-49.8,16.9,1.5,·,0.4,-0.9,1.7,9.2,27.7
O=C1CC(c2cccc(Cl)c2)Cc2nc(N3CCN(c4ccccc4)CC3)ncc21 (configuration not stated),22.0,-5.4,1.8,-2.4,-2.5,-1.6,19.3,-7.7,-2.5
CC(C)NC(=O)c1cccc(Br)c1,6.1,7.0,-3.6,4.4,-3.3,0.5,2.2,6.2,-6.5
Cc1cc(C)c2nc(NNC(=O)c3cc(=O)c4ccccc4o3)sc2c1,-10.3,-8.2,10.7,-0.6,7.0,-0.5,3.5,-1.0,9.8
CCCCC(=O)Nc1ccccc1Oc1ccccc1,3.7,5.4,-3.6,1.9,-0.2,0.1,2.8,-1.6,3.6
COc1ccc(-n2c(SCC(=O)NCC3CCCO3)nc3ccccc32)cc1 (configuration not stated),-15.0,-1.5,6.6,1.8,-2.7,0.9,-2.4,1.1,-2.5
CC(=O)NCc1ccc(S(=O)(=O)N/N=C/c2ccccc2)cc1,-2.7,-8.3,-20.2,1.2,-0.5,1.6,2.2,4.6[fluorescence artefact?],-15.8
Cn1c(=O)c2c(nc(NCCCN3CCOCC3)n2Cc2ccc(Cl)c(Cl)c2)n(C)c1=O,·,-15.2,-16.8,20.4*,-3.0,2.4,·,·,-41.1
COc1cnc(SCc2ccc(Cl)cc2Cl)nc1Cl,50.5,-2.2,5.8,2.2,1.3,0.7,5.3,-0.6,-23.0
Cc1cccc(C)c1N(CC(O)Cn1c2ccccc2c2ccccc21)S(C)(=O)=O (configuration not stated),-12.3,0.8,10.6,8.5,-0.7,-1.0,4.6,·,15.6
NC(=O)C1CCCN(S(=O)(=O)c2ccccc2)C1 (configuration not stated),4.9,1.8,-21.9,-1.7,5.6,0.7,6.7,5.2,20.2
CCCCNC(=O)CCNS(=O)(=O)c1ccc(C)cc1,22.2,-4.7,3.1,0.5,-2.4,-0.9,0.1,-6.4,7.6
COC(=O)c1ccc(Nc2cc(C)nc3nc(C)nn23)cc1,10.8,-2.2,-7.5,-3.4,7.0,1.8,6.8,4.3,-11.3
COc1ccc(OCC(=O)NC(=S)Nc2ccccc2F)cc1,-18.9,-4.0,-7.2,1.9,-2.9,0.6,4.5,2.8[fluorescence artefact?],-10.4
CCOC(=O)C1CCN(Cc2ccc(F)c(Br)c2)CC1,17.8,-0.9,5.0,1.5,1.6,-0.8,9.5,0.8,-4.1
CCN(CC)C(=O)Oc1ccc(Br)cc1C(=O)Nc1ccc(F)cc1F,11.4,2.3,6.1,·,1.0,0.4,18.2,4.1,3.6
CCC(=O)NCCn1c(C)cc2ccccc21,-12.4,4.2,-2.0,-0.6,-1.1,-1.3,15.8,1.7,-5.5
COc1cccc(NC(=O)Cc2nc(-c3ccccc3)sc2-c2ccc(C)cc2)c1,-4.8,3.3,-8.6,-0.3,3.2,1.0,9.9,-15.5,-0.4
COc1ccc(Sc2nnc(Cc3ccccc3)c3ccccc23)cc1,54.4,-3.1,-8.6,0.1,1.7,3.5,2.7,-3.7,-10.7
O=C(CCl)NC1CCCc2ccccc21 (configuration not stated),25.2,1.9,-7.4,3.3,2.4,3.7,1.9,0.7,14.1
COc1ccc(-n2nc([N+](=O)[O-])c(=NC3CCN(Cc4ccccc4)CC3)n2O)cc1,-0.8,-5.6,-2.0,-9.6,-2.7,-0.9,8.6,3.0,9.0
CCOc1ccc(-c2cc(CCCC(=O)NCCc3ccc(OC)c(OC)c3OC)no2)cc1,1.1,-15.1,-11.8,-0.3,-1.7,3.5,10.0,-5.9,27.7
COc1ccc(-c2cc(C(F)F)n3ncc(C(=O)Nc4c(C)n(C)n(-c5ccccc5)c4=O)c3n2)cc1,11.5,-8.7,-5.3,13.7,-1.0,-1.0,9.2,-1.3,-8.0
CCOc1ccc(C2C(C#N)=C(N)SC(N)=C2C#N)c(OCC)c1,-1.6,2.5,3.8,0.7,0.6,0.7,11.6,4.9,-4.8
SMILES,EP2 modulator,NPY-Y2 PAM-ag,S1P4 antagonist,NPY Y1 blocker,p97 ATPase inh,S1P4 agonist,PGE2 EP2 inh,eIF4E 4G PPI,NPY1 pot ag
O=C(CCCOc1ccc(Cl)cc1Cl)N/N=C/c1ccc(Cl)cc1,-3.2,-29.9,5.3,5.4,2.4,-1.3,8.1,3.2,-12.4
COc1ccccc1-n1nnnc1SCc1ccccc1,1.8,4.2,-8.3,1.3,0.4,0.1,14.5,-2.8,-20.1
Cc1cccc2c1c1ccc3c(c1n2C)C(=O)C=CC3=O,-39.0,-26.6,7.0,·,11.2,1.5,20.1,6.7,-0.9
Cc1cccc(N2C(=O)C(O)=C(C(=O)c3cccs3)C2c2ccccc2)n1 (configuration not stated),14.2,2.7,-24.0,·,0.5,2.0,14.6,-6.7,21.1
CCOCCCNC(=O)C(c1ccc(Cl)cc1)N(Cc1cccs1)C(=O)CNC(C)=O (configuration not stated),26.7,-6.2,-13.2,3.5,-6.3,0.9,7.0,4.2,4.0
COc1cccc(C=Nc2cccnc2)c1O,28.9,10.7,-18.9,1.6,4.0,2.5,8.1,-2.8,-2.4
CSc1nc2ccc(S(=O)(=O)N3CCCC3)cc2s1,-7.9,-11.7,-46.1,1.2,1.0,-5.5,8.4,2.9,1.6
COC(=O)c1cn(NC(=O)/C=C/c2ccc(OC)c(OC)c2)c(=O)c2ccccc12,5.9,2.2,3.3,-2.0,5.0,0.8,13.3,8.7,0.8
